PTAP-TSG101 blk – TSG101-PTAP interaction inhibition, HIV-1 budding; Q99816; AID 1347069; Potency, µM (doses to about 115 µM), for the others: at the highest dose activity change, negative = inhibition, hits mostly inhibitors; Fluorescence polarization, FITC-PTAP peptide/Tsg101, 20 min; 44,000 tested, under 10 active; also: potency is read from the fitted curve at half-maximal effect; 0% is about no effect
Target sequence (Q99816 whole entry, looked up): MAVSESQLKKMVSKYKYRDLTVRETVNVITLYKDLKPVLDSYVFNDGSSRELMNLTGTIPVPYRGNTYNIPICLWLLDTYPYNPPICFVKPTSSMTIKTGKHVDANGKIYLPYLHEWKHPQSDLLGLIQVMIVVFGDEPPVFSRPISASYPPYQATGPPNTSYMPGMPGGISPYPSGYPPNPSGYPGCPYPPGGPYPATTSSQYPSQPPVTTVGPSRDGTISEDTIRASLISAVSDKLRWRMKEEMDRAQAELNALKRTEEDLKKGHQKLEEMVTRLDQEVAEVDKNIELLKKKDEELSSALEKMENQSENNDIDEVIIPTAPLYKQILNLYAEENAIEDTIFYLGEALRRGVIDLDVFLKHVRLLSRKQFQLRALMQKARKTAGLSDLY
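FITC-labeled PTAP peptide (50 nM final) binding to Tsg101 binding domain (10 uM final) read by fluorescence polarization after 20 min at r.t. in HEPES pH 7.5 buffer. Actives by CRC class, <25 µM.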
FH mod – Identification of activators of human fumarate hydratase by quantitative high-throughput screening. actives 0.22% (n = 54,000). Fumarate hydratase, mitochondrial (Homo sapiens), P07954. AID 1347055, 2019. Potency, µM (top dose mostly 79.9 µM), inactives show top-dose activity change, negative = inhibition, most hits filed as inhibitors. FH coupled MDH/diaphorase resazurin fluorescence, 15 min; also: potency is read from the fitted curve at half-maximal effect; % is scaled to controls: 0 for no effect and ±100 for the full control effect; the screen sought activators but most active calls are inhibition curves; nearly all actives have a fitted effect of over 45% in size
p53null 32C kill – kills p53 null cells at the permissive temperature | H1299-neo p53 null cells, ATP luminescence, 24 h, 32C | Potency, µM (series often up to 46.1 µM), inactives show at the top dose activity change, negative = cytotoxicity, most hits filed as cytotoxic | actives 0.62% (n = 55,000) | AID 903;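 also: potency is read from the fitted curve at half-maximal effect; 0% = DMSO only and -100% = full killing by 100 µM tamoxifen; nearly all actives have a fitted effect of over 55% in size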
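ATP-content luminescence in p53-null H1299-neo cells after 24 h compound exposure (up to 46 uM) at 32C permissive temperature; 0% and 100% killing set by DMSO and 100 uM tamoxifen; Hill-equation AC50.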
NTMT1 inh – blocks human N-terminal methyltransferase 1 activity; Q9BV86; NTMT1 MTase-Glo SAH luminescence, purified enzyme; Potency, µM (highest dose often 114 µM), for the others: top-dose activity change, negative = inhibition, hits mostly inhibitors; actives 2.5% (n = 59,000); AID 1645870;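 also: potency is read from the fitted curve at half-maximal effect; plate controls were DMSO vehicle for no effect and no enzyme for full effect; nearly all actives have a fitted effect of over 65% in size; many of its hits are not listed in these tables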
Target sequence (Q9BV86 whole entry, looked up): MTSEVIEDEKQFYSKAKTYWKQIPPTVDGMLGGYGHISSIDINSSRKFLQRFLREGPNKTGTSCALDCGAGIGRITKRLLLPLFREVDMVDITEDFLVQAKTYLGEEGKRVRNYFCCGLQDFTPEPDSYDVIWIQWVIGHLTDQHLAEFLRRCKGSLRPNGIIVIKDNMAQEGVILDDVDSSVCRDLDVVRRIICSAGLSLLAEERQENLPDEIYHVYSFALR
B2AR arrestin ag – beta-arrestin recruitment by human beta2-adrenergic receptor ligands. HTLA Tango cells, beta-arrestin recruitment, luciferase luminescence, 18 h. Potency, µM (series often up to 46.1 µM), for the others: at the top dose activation, usual class: activators. 44,000 tested, under 10 active;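 also: potency is read from the fitted curve at half-maximal effect; 0% = DMSO and full agonism = EC100 isoproterenol or metaproterenol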
Target sequence (P07550 whole entry, looked up): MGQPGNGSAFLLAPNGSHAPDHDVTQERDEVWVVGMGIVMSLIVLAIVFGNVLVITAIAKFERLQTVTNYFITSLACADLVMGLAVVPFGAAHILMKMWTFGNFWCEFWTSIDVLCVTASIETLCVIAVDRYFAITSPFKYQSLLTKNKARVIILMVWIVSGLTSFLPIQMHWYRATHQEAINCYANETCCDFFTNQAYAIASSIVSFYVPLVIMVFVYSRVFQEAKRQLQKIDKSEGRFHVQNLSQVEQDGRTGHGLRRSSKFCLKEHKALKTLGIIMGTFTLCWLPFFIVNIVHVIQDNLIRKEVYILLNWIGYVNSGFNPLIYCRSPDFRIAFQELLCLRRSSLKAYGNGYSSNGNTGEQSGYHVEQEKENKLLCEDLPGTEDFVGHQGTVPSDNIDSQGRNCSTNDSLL
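Tango cells (recombinant beta2-AR, beta-arrestin, tTA-driven luciferase), 1500/well in DMEM 1% FBS, treated 18 h at 37 °C with compounds up to 46 µM; luciferin mix added, luminescence read after 15 min; %activity curves fitted and curve-classed.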
p53null 39C kill – selectivity test: cytotoxicity in p53 null cells, nonpermissive temperature; H1299 p53-null (neo) cells, 39C, ATPlite viability, 24 h; Potency, µM (highest dose often 46.1 µM), for the others: at the top dose activity, negative = cell killing, most hits filed as cytotoxic; actives 0.97% (n = 55,000); AID 904;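 also: potency is read from the fitted curve at half-maximal effect; 0% = DMSO only and -100% = full killing by 100 µM tamoxifen; nearly all actives have a fitted effect of over 50% in size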
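Temperature-shift cytotoxicity format: compound titrations on p53-null or A138V-expressing H1299 cells held 24 hr at 39C, cell ATP then measured, AC50 from Hill model.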
GALK inhibitor – GALK (human) enzyme inhibition; Potency, µM (doses to about 57.5 µM), inactives show at the highest dose activity, negative = inhibition, hits mostly inhibitors; 44,000 tested, under 10 active; recombinant GALK, Kinase-Glo ATP luminescence, 1 h; P51570;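 also: plate controls were full GALK reaction for no effect and reaction lacking GALK for full effect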
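Reactions with and without enzyme served as controls. GALK at 5 nM phosphorylates 100 uM galactose using 35 uM ATP (HEPES pH 8.0, Mg2+) for 1 h at RT, with luminescence read 10 min after adding Kinase-Glo Plus.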
* hit, by the source's call; u = inconclusive; x = not tested or not shown; [ ] = another dose, or the depositor's remark. Calls follow the shape of the dose curve; as a rule, active = well fitted curve in the direction sought with a large enough effect; inconclusive = small, poorly fitted or top-dose-only effect, or another doubt; inactive = no such curve, though single readings can be large; an effect the other way counts as inactive or inconclusive.

Below each SMILES – B2AR arrestin ag | p53null 39C kill | FH mod | PTAP-TSG101 blk | GALK inhibitor | NTMT1 inh | p53null 32C kill
CCOc1ccc(-c2cc(C(=O)NCCc3ccccc3)c3c(-c4ccc(C)cc4)[nH]nc3n2)cc1
  2% | -12% | -4% | 3% | 4% | -8% | -4%
CCOC(=O)C1CCN(c2c(C(=O)c3ccc(OC)cc3)cnc3ccccc23)CC1
  0% | u | u | 2% | 5% | -2% | -13%
O=C(Cn1cc(C(=O)c2ccco2)c2ccccc21)Nc1ccccc1Cl
  1% | -5% | 2% | 2% | 0% | -4% | -4%
Cc1ccc(NC(=O)Cn2cc(C(=O)C3CCCCC3)c3ccccc32)c(C)c1
  0% | -14% | -16% | 1% | 0% | 15% | 9%
COc1ccc(Nc2cc(C)c3cc(NC(=O)COc4cccc(C)c4)ccc3n2)cc1
  0% | -12% | -24% | -3% | 4% | 17% | -3%
CCc1nn2c(=O)cc(COC(=O)c3ccco3)nc2s1
  1% | -10% | 2% | -4% | 0% | 5% | -1%
Cc1ccc(-c2nc3cccc(C)n3c2Nc2ccc3c(c2)OCO3)o1
  -1% | 46%[activator] | -25% | 0% | 0% | u | 25%
COc1ccc(CNC(=O)c2ccc3c(c2)NC(=O)C(CS(=O)(=O)Cc2ccccc2Cl)N3)cc1 (centres undefined)
  -1% | -13% | 2% | 28% | -2% | 8% | -6%
Cc1cccc2sc(N(Cc3cccnc3)C(=O)c3cccs3)nc12
  -4% | u | -13% | 0% | -2% | -10% | -3%
Cc1ccc(Cl)cc1N1CCN(C(=O)Cc2c(C(=O)O)c(C)cn2C)CC1
  -1% | 14% | 1% | -1% | 0% | -1% | -5%
CCN(C(=O)CSc1nc2ccccc2n1CC(=O)N1CCCC(C)C1)c1ccccc1 (centres undefined)
  -1% | -6% | -22% | -3% | -3% | 1% | 6%
CC(C)CC(=O)Nc1cccc(-c2nc3ccccc3[nH]2)c1
  0% | -6% | -23% | 0% | 1% | -5% | -9%
COc1ccc(OCCCn2c(=O)oc3ccc(C)cc32)cc1
  -3% | -21% | -42% | 0% | 2% | -4% | -5%
CCc1ccc(-n2c(=O)c3c4c(sc3n(Cc3ccccc3C#N)c2=O)CCC4)cc1
  1% | 3% | -37% | 1% | 3% | -5% | -3%
Cn1cc(C(c2ccccc2)c2ccc(Cl)s2)c2ccccc21 (centres undefined)
  0% | 13% | -18% | -6% | 0% | 14% | 3%
CCc1ccccc1NC(=O)Nc1ccc2snnc2c1
  -4% | -15% | -14% | -9% | 7% | -18% | -4%
COc1cccc(-c2cc(C(=O)Nc3cc(OC)c(OC)c(OC)c3)on2)c1
  0% | -8% | -20% | -3% | -3% | -4% | 2%
CCn1c(C(=O)N2CCCC(C(=O)N3CCN(c4ccccc4)CC3)C2)cc2sccc21 (centres undefined)
  -2% | -3% | 2% | -7% | -10% | -2% | 3%
COc1ccc(NC(=O)N2CCN(c3cc(-c4noc(C)n4)ccc3C)CC2)c(OC)c1
  0% | 9% | -29% | 0% | 2% | 3% | 3%
COc1ccc(CCNC(=O)CN(c2ccccc2OC)S(=O)(=O)c2ccc(C)cc2)cc1
  -2% | 12% | -14% | 2% | -1% | 7% | 24%
COc1cccc(NC(=O)Cn2cc(C(=O)c3ccco3)c3ccccc32)c1
  1% | -8% | -24% | 0% | 3% | -9% | 7%
CCOc1ccc(CNC(=O)C2CCCN(c3nn4cc(-c5ccc(F)cc5)nc4s3)C2)cc1 (centres undefined)
  2% | 0% | -4% | 4% | 4% | u | -2%
CCOC(=O)c1c(C)[nH]c(C)c1S(=O)(=O)N1CCC(C(=O)Nc2ccc(C)cn2)CC1
  -1% | -14% | u | 1% | -1% | -4% | 1%
CCc1c(C)sc2c1CCN(C(=O)Nc1ccccc1C(=O)OC)C2c1ccc(OC)cc1 (centres undefined)
  -1% | 4% | -8% | -5% | -3% | 15% | 10%
COc1ccc(C(=O)Nc2ccccc2SCc2cc(=O)c3cccc(C)c3[nH]2)cc1
  1% | 11% | -10% | -11% | 2% | 0% | -13%
O=C(NCCc1csc(-c2cccc(F)c2)n1)c1cccs1
  -1% | -11% | -34% | 4% | 4% | -8% | -14%
Cc1cc2oc(C(=O)N(Cc3ccc(N(C)C)cc3)CC3CCCO3)c(C)c2cc1Cl (centres undefined)
  -2% | -19% | u | -3% | 3% | 5% | 12%
CCOC(=O)c1noc2ncn(CC(=O)Nc3cccc(Cl)c3)c(=O)c12
  8% | 6% | -1% | 0% | 0% | -2% | 1%
Cc1ccc(-c2nc3sccn3c2Nc2ccccc2C)cc1
  1% | 6% | -26% | -14% | 1% | 7% | 15%
Cc1cc(C)c(NC(=O)CN2c3ccccc3S(=O)(=O)c3ccccc32)c(C)c1
  1% | 4% | u | -1% | -1% | -4% | 6%
CCN(CC)c1ccc(NC(=O)c2c(C)nn(-c3ccc(F)cc3)c2-n2cccc2)c(C)c1
  -1% | 4% | -23% | 0% | 1% | 10% | 4%
Cc1ccc(Sc2c(C)nn(C(=O)c3ccc(Cl)cc3)c2C)cc1
  -2% | 9% | -13% | -1% | 3% | -2% | 13%
O=c1c2ccccc2n(Cc2c(F)cccc2Cl)c(=O)n1Cc1ccccc1
  1% | 21% | -16% | -1% | -3% | u | 31%[activator]
COc1cc(C(=O)Nc2ccc3oc(-c4ccccc4)nc3c2)cc(OC)c1OC
  0% | u | u | 2% | -20% | -4% | u
O=C1CCSc2ccc(S(=O)(=O)Nc3ccc(Cl)c(C(F)(F)F)c3)cc2N1
  0% | -2% | -34% | 0% | 1% | 7% | -4%
CCc1ccccc1NC(=O)Nc1cc(C(=O)NCc2ccc(OC)cc2)ccc1N1CCCC1
  1% | u | -21% | 0% | 3% | 11% | -16%
Cc1cccc(OCC(=O)Nc2cccc(C(=O)OCc3cc(=O)n4nc(C(C)C)sc4n3)c2)c1
  -1% | -24% | -6% | -4% | -2% | 2% | -2%
COc1cc(NC(=O)CSc2nc3nc(C)c(Cc4ccccc4)c(C)n3n2)cc(OC)c1
  2% | 9% | u | 1% | -2% | 5% | 13%
COc1ccc2c(c1)c(=O)c(S(=O)(=O)c1ccc(Cl)cc1)cn2Cc1cc(C)ccc1C
  -1% | -12% | -11% | 0% | 7% | 6% | u
Cc1c(Cl)cccc1NC(=O)COCc1cc(-c2ccc3c(c2)OCO3)on1
  0% | -3% | -7% | -5% | 4% | 12% | 9%
O=C(Cn1cnc2c(nc3n2CCCCC3)c1=O)Nc1ccc(F)c(Cl)c1
  0% | 1% | -6% | -2% | 1% | -18% | 6%
Cc1c(C(=O)OC2CCC(C)CC2)[nH]c2c1C(=O)CC(c1ccc(F)cc1)C2 (centres undefined)
  1% | -18% | 5% | -2% | 1% | 0% | 9%
CSc1cccc(NS(=O)(=O)c2cn(C)c(C)n2)c1
  0% | -4% | 1% | -3% | 1% | u | -1%
CC1=C(c2ccc(C)c(C)c2)S(=O)(=O)N=C1N1CCC(C(=O)NCCc2ccc(Cl)cc2)CC1
  0% | u | -7% | 6% | 4% | -16% | u
O=S(=O)(c1ccc2c(c1)CCN2)N1CCCCCC1
  -4% | -18% | -9% | 1% | -13% | -12% | 0%
COc1ccc(C2=C(Nc3ccc(C)c(C)c3)c3ccccc3C2=O)cc1
  1% | -21% | x | 2% | 0% | x | 0%
CCOc1ccc(N(C)C(=O)CS(=O)(=O)c2cccc3nsnc23)cc1
  0% | 9% | -9% | 1% | 3% | -19% | 5%
CCc1ccc(N2C(=O)CN(S(=O)(=O)CC)CC2(C)C(=O)NC2CCCCC2)cc1 (centres undefined)
  0% | -2% | 1% | 1% | 3% | -5% | 3%
CCn1c(CN2CCCCC2)nc2cc(NC(=O)COc3ccc([N+](=O)[O-])cc3)ccc21
  -4% | -13% | 6% | -7% | 1% | -4% | -9%
CCC(CC)C(=O)Nc1ccc(-c2cn3cccnc3n2)cc1
  1% | u | -4% | 0% | 6% | -10% | u
COc1cccc(CNCc2cccn2-c2nnc(N3CCN(c4ccccc4)CC3)s2)c1
  -1% | u | -13% | -3% | 1% | -25% | 7%
CN1c2ccccc2-c2nc(SCC(=O)Nc3ccccc3)ncc2S1(=O)=O
  4% | 22% | -7% | -1% | 0% | -3% | -9%

Not a retest: an excerpt of the list.
Below each SMILES – B2AR arrestin ag | p53null 39C kill | FH mod | PTAP-TSG101 blk | GALK inhibitor | NTMT1 inh | p53null 32C kill
CCN(CC)c1ccc(NC(=O)c2c(C)nn(-c3ccc(F)cc3)c2-n2cccc2)c(C)c1
  -1% | 4% | -23% | 0% | 1% | 10% | 4%
Cc1ccc(Sc2c(C)nn(C(=O)c3ccc(Cl)cc3)c2C)cc1
  -2% | 9% | -13% | -1% | 3% | -2% | 13%

Of the compounds above, seven have fluorine:
Below each SMILES – B2AR arrestin ag | p53null 39C kill | FH mod | PTAP-TSG101 blk | GALK inhibitor | NTMT1 inh | p53null 32C kill
CCOc1ccc(CNC(=O)C2CCCN(c3nn4cc(-c5ccc(F)cc5)nc4s3)C2)cc1 (centres undefined)
  2% | 0% | -4% | 4% | 4% | u | -2%
O=C(NCCc1csc(-c2cccc(F)c2)n1)c1cccs1
  -1% | -11% | -34% | 4% | 4% | -8% | -14%
CCN(CC)c1ccc(NC(=O)c2c(C)nn(-c3ccc(F)cc3)c2-n2cccc2)c(C)c1
  -1% | 4% | -23% | 0% | 1% | 10% | 4%
O=c1c2ccccc2n(Cc2c(F)cccc2Cl)c(=O)n1Cc1ccccc1
  1% | 21% | -16% | -1% | -3% | u | 31%[activator]
O=C1CCSc2ccc(S(=O)(=O)Nc3ccc(Cl)c(C(F)(F)F)c3)cc2N1
  0% | -2% | -34% | 0% | 1% | 7% | -4%
O=C(Cn1cnc2c(nc3n2CCCCC3)c1=O)Nc1ccc(F)c(Cl)c1
  0% | 1% | -6% | -2% | 1% | -18% | 6%
Cc1c(C(=O)OC2CCC(C)CC2)[nH]c2c1C(=O)CC(c1ccc(F)cc1)C2 (centres undefined)
  1% | -18% | 5% | -2% | 1% | 0% | 9%

High-throughput results deposited in PubChem by National Center for Advancing Translational Sciences (NCATS).

These rows are one share of the data, so the mix of outcomes need not match the whole.
